Source: PubChem (Sanford-Burnham Center for Chemical Genomics)
DUSP3 inh: blocks the human dual specificity phosphatase VHR1; P51452; 50,000 compounds, 0.7% hits; AID 1992; inhibition, % at 20 µM; recombinant VHR phosphatase, colorimetric substrate read-out; in the data active = inhibition above about 60%; note: some results filed as inactive read as strong as hits
Target sequence (P51452 whole entry, looked up): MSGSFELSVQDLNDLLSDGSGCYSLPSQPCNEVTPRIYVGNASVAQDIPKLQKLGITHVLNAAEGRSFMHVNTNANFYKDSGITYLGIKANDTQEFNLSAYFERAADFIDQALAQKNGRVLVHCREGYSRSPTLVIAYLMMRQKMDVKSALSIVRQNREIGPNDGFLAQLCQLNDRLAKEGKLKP
* marks the source's active call; other numbers are inactive results.

SMILES | DUSP3 inh
O=C(/C=C/c1ccc(F)cc1)NC(=S)Nc1ccccc1 | 11
COc1cc2ccccc2cc1C(=O)Nc1ccc(Cl)cn1 | -17
Clc1ccc(-c2nc3ccccc3[nH]2)c(Cl)c1 | -7
CC(=O)c1cccc(NC(=O)Nc2ccc(C)cc2)c1 | -5
O=C1NC(=O)C(=Cc2ccccc2OCc2ccc(F)cc2)C(=O)N1 | -1
Cc1ccccc1C(=O)NNC(=O)C(=O)NCCO | -11
O=C1c2ccc(-c3nc4ccccc4c(=O)o3)cc2C(=O)N1C1CCCCC1 | 6
CN(C)c1ccc(C(NC(=O)Cc2ccccc2)c2c(O)ccc3ccccc23)cc1 (centres undefined) | 9
CN(C)c1ccc(/C=N/NC(=O)C(=O)N/N=C/c2ccc(N(C)C)cc2)cc1 | 3
CCCOC(=O)C1=C(C)NC(=O)NC1c1ccccc1Cl (centres undefined) | -34
COC(=O)c1cc(S(=O)(=O)Nc2ccc(NC(=O)c3ccccc3)cc2)ccc1Cl | -5
Cc1c(Cl)cccc1NC(=O)/C(C#N)=C/c1ccc(C(=O)O)cc1 | -13

The final 5 compounds of the section before come first, to join the parts.
SMILES | DUSP3 inh
CN(C)c1ccc(C(NC(=O)Cc2ccccc2)c2c(O)ccc3ccccc23)cc1 (centres undefined) | 9
CN(C)c1ccc(/C=N/NC(=O)C(=O)N/N=C/c2ccc(N(C)C)cc2)cc1 | 3
CCCOC(=O)C1=C(C)NC(=O)NC1c1ccccc1Cl (centres undefined) | -34
COC(=O)c1cc(S(=O)(=O)Nc2ccc(NC(=O)c3ccccc3)cc2)ccc1Cl | -5
Cc1c(Cl)cccc1NC(=O)/C(C#N)=C/c1ccc(C(=O)O)cc1 | -13
COc1cc(CNc2ccc(Br)c(C)c2)cc(OC)c1 | 3
O=C(Oc1ccc2ccccc2c1)c1cc([N+](=O)[O-])ccc1Cl | -6
O=C(Nc1ccc2c(c1)oc1ccccc12)c1ccc(Br)o1 | -7
N/C(Cc1ccc(Cl)cc1)=N\OC(=O)/C=C/c1ccccc1 | 1
O=C(Nc1ccc(Cl)c(C(F)(F)F)c1)C(c1ccccc1)c1ccccc1 | 15
COc1cc(C2Nc3ccc4ccccc4c3C3=C2C(=O)CC(C)(C)C3)c(Br)cc1O (centres undefined) | -28
CCC(=Nc1cc(Cl)ccc1O)c1c(C(F)(F)F)[nH]n(-c2nc3ccccc3s2)c1=O | -26
O=C(Nc1nccs1)C1(c2ccccc2)CC1(Cl)Cl (centres undefined) | -6
CC1CCc2c(sc(N)c2C(=O)Nc2cccc(Cl)c2)C1 (centres undefined) | -19
CCOc1ccc2nc(NC(=O)c3ccc(Cl)cc3)sc2c1 | -18
COc1cc(/C=C2\SC(=S)NC2=O)ccc1Oc1ccc([N+](=O)[O-])cn1 | -5
O=C1NC(=S)S/C1=C\c1ccc(OC(=O)c2ccccc2I)cc1 | 19
COc1ccc(C(=O)NCCOc2ccccc2)c(OC)c1OC | 10
O=P(O)(c1ccc(Cl)cc1)c1ccc(Cl)cc1 | -6
COc1ccc(C(=O)N/C(=C\c2ccc(-c3cccc([N+](=O)[O-])c3)o2)C(=O)NCc2ccco2)cc1 | -24
COc1ccc(CC(=O)Nc2ccccc2C(F)(F)F)cc1 | -6
COc1ccccc1-c1nnc(NC(=O)c2ccc(F)cc2)s1 | -27
CCOc1cc(C=C2C(=O)NC(=S)NC2=O)ccc1OCCOCCOc1ccc(C)cc1 | 0
O=C(O)c1cc(NS(=O)(=O)c2ccc3c(c2)OCCO3)cc(C(=O)O)c1 | -28
COc1ccc(/C=C(\NC(=O)c2ccccc2)C(=O)Nc2ccc(C)cc2)cc1OC | -5
COc1ccc(CN2CCN(Cc3cc(Br)ccc3O)CC2)cc1OC | -12
COc1ccc(C(=O)NCc2ccc(S(N)(=O)=O)cc2)cc1[N+](=O)[O-] | -24
CC(C)(C)c1ccc(Oc2c(C(F)(F)F)oc3cc(OCC(N)=O)ccc3c2=O)cc1 | 0
CC(C)Oc1c(Br)cc(Br)cc1C=C(C#N)C#N | -1
CCOc1ccc(NC(=S)NC(=O)/C=C/c2ccc(OC)cc2)c([N+](=O)[O-])c1 | -36
CCSc1nnc(NC(=O)C(CC)c2ccccc2)s1 (centres undefined) | -6
COc1ccc(Br)cc1CN1CCN(C2CC3CCC2C3)CC1 (centres undefined) | 30
O=C(Nc1cccc(Cl)c1Cl)C(O)(c1ccccc1)c1ccccc1 | 0
CCOc1ccc(C(=O)Nc2cccc(OC)c2)cc1Br | -22
O=C1C(=O)N(Cc2ccccc2Cl)c2ccccc21 | -14
Nc1nc2ccccc2n1Cc1ccccc1 | -9
C1CCc2sc3c(c2CC1)c1nnnn1c1nnnn31 | -2
CC(=O)c1ccc(N2C(=O)c3ccc4c5c(ccc(c35)C2=O)C(=O)N(c2ccc(C(C)=O)cc2)C4=O)cc1 | 17
Cc1ccc(NC(=O)N(Cc2ccccc2)C(C)C2CC2)cc1 (centres undefined) | -9
O=C(NC1CCCCCC1)c1cc(-c2ccco2)nc2ccccc12 | -1
CC(NC(=O)CN(c1cccc(C(F)(F)F)c1)S(C)(=O)=O)c1ccccc1 (centres undefined) | -16
COc1ccccc1/C=N\N1CCN(c2ccccc2OC)CC1 | -3
COc1ccc(Br)cc1/C=C/C(=O)N1CCN(c2ccc([N+](=O)[O-])cc2)CC1 | 37
c1ccc2c(c1)CC1(CCCC1)n1nnnc1-2 | -11
O=C1/C(=C/c2ccc(O)cc2)SC(=S)N1Cc1ccco1 | 9
C=CCc1cccc2cc(C(=O)Nc3ccc(C)cc3[N+](=O)[O-])c(=O)oc12 | -15
CC(=O)OC12CC3CC(C1)C(=O)C(C3)C2 | 1
CN1CCN(C(=O)C(=O)Nc2ccc3c(c2)OCO3)CC1 | -2
O=C(CN1C(=O)/C(=C/c2ccccc2)SC1=S)Nc1cccc(Br)c1 | -14
COc1cc(OC)cc(C(=O)N2CCN(Cc3ccccn3)CC2)c1 | 9
CCC(=O)c1ccc(N2CCN(C(=O)c3ccc(F)c(F)c3)CC2)c(F)c1 | -5
CCOc1ccc(NC(=O)CC2S/C(=N\N=C(/C)c3ccc(Cl)cc3)NC2=O)cc1 (centres undefined) | -1
Cc1cc(C)c(NC(=O)C(C)Sc2ccccn2)c(C)c1 (centres undefined) | 4
Cc1cccc(NC(=O)c2cc(Cl)ccc2Cl)n1 | 4
COc1ccccc1NN=c1c(=O)c2ccccc2c1=O | -20
Cc1ccc(N2C(=O)CC(NCCc3ccc(Cl)cc3)C2=O)cc1 (centres undefined) | 6
CS(=O)(=O)N(CC(=O)Nc1ccccc1Cl)c1cccc(C(F)(F)F)c1 | -11
COc1ccccc1C1C(C(=O)Nc2ccccc2)=C(C)NC(C)=C1C(=O)Nc1ccccc1 | 7
O=C(O)c1nn(-c2ccccc2)c(=O)c2ccccc12 | 0
COc1ccc(-c2[nH]ncc2/C=N\NC(=O)c2ccccc2I)cc1 | 18
O=C(NC(=O)C(Cl)(Cl)Cl)Nc1ccc(Cl)c(Cl)c1 | 8
CCOc1ccc(C2=C/C(=C/c3cccs3)C(=O)O2)cc1 | 3
Cc1cccc(OCCCCCn2ccnc2)c1C | -6
O=C(/C=C/c1cccc([N+](=O)[O-])c1)NCc1ccco1 | 0
Cc1ccc(-c2cc(C(F)(F)F)n3ncc(C(=O)NCc4cccnc4)c3n2)cc1 | -7
The results go on.
SMILES | DUSP3 inh
O=C1C(Cl)=C(Nc2ccc(F)cc2)C(=O)N1c1ccccc1Cl | -10
O=C(Nc1c(-c2ccccc2)nc2ccc(Cl)cn12)c1ccco1 | -32
O=C(CSc1nc2ccc(Br)cc2c(=O)n1-c1ccccc1)NCc1ccco1 | -14
COc1cc(NC(=O)COc2ccc(Br)c(C)c2)c(OC)cc1Cl | -8
COc1ccccc1N=C(NOC(C)=O)c1nonc1N | 12
O=C(COc1ccccc1)N1CCN(c2ccc([N+](=O)[O-])cc2Cl)CC1 | 4
Cc1ccc(C(=O)Nc2ccccc2C(=O)Nc2ccccn2)cc1 | -1
Cc1ccc(-n2c(Cc3ccccc3)nc3c(cnn3-c3ccccc3)c2=O)cc1C | -2
O=C(O)CCC(=O)Nc1ccc(S(=O)(=O)N2CCCCCC2)cc1 | 1
O=C(N/N=C/c1cc([N+](=O)[O-])ccc1N1CCCCCC1)c1ccccn1 | 6
CCOc1cccc(C(=O)Nc2cc3nn(-c4ccc(C)cc4)nc3cc2C)c1 | 1
Cc1c(OCC(=O)c2ccc(Cl)cc2)ccc2c3c(c(=O)oc12)CCC3 | -10
O=C(NCCCn1ccnc1)c1ccc(Cl)cc1[N+](=O)[O-] | 10
COc1cc(Br)cc(/C=C2\C(=O)NC(=O)N(c3ccc(Cl)cc3)C2=O)c1OC | 4
CCOc1cc(/C=C2/SC(=S)N(C)C2=O)cc(Cl)c1OCCOc1ccc(Br)cc1 | -16
CCOc1ccc(/C=C2/NC(=S)NC2=O)cc1 | 27
COc1ccc(N2C(=O)C3C(c4ccccc4C)OC4(C(=O)c5ccccc5C4=O)C3C2=O)cc1 (centres undefined) | -11
CC1CCN(C(=O)c2ccc(I)cc2)CC1 | -7
COc1cc(C=C2C(=O)OC(C)(C)OC2=O)cc(Br)c1O | -17
Cc1ccc2nc(NC(=S)NC(=O)c3ccco3)sc2c1 | -21
O=S(=O)(c1ccc2ccccc2c1)N(CC(O)CN1CCCCC1)c1ccccc1 (centres undefined) | -15
COc1ccc(/C=N/c2ncn[nH]2)cc1OC | -15
Cc1ccc(OCC(=O)N=Nc2c(O)[nH]c(=O)[nH]c2=O)cc1 | -17
Nc1nc2c(s1)-c1ccccc1CC2 | 47

4 entries from above in a different format.
COc1ccc(C(=O)NCCOc2ccccc2)c(OC)c1OC
  DUSP3 inh = 10
O=P(O)(c1ccc(Cl)cc1)c1ccc(Cl)cc1
  DUSP3 inh = -6
COc1ccc(C(=O)N/C(=C\c2ccc(-c3cccc([N+](=O)[O-])c3)o2)C(=O)NCc2ccco2)cc1
  DUSP3 inh = -24
COc1ccc(CC(=O)Nc2ccccc2C(F)(F)F)cc1
  DUSP3 inh = -6

Carrying on.
SMILES | DUSP3 inh
CC(=O)Nc1ccc(C(=O)N2CCN(c3ccc(F)cc3)CC2)cc1 | -19
COc1ccccc1/C=C/C(=O)c1c(-c2ccccc2)c2cc(C)ccc2[nH]c1=O | -7
Nc1c(Cl)cc(N2C(=O)C=CC2=O)cc1Cl | 45
O=c1c2ccccc2nc(/C=C/c2ccc(O)cc2)n1-c1ccccc1[N+](=O)[O-] | 4
O=C(N/N=C1/CN2CCC1CC2)c1cc2ccccc2cc1O | 11
CCCc1c(O)nc(SCCN(CCC)CCC)n(-c2ccccc2)c1=O | 13
NC(=O)c1ccc(NC(=O)C2COc3ccccc3O2)cc1 (centres undefined) | 4
COc1ccc(S(=O)(=O)NNC(=O)C(=O)Nc2ccccn2)cc1 | -7
CC1=C(C(=O)OC(C)C)C(c2cc3c(cc2[N+](=O)[O-])OCO3)C2=C(CC(C)(C)CC2=O)N1 (centres undefined) | 10
CC1(C)CC(Cc2ccccc2)(C(=O)O)CCO1 (centres undefined) | -48
O=C(Nc1ccc(/C=C/C(=O)c2cccs2)cc1)c1ccc(Br)cc1 | -13
COc1ccccc1Nc1nc(C(F)(F)F)c(-c2ccccc2)s1 | -4
COCCOC(=O)C1=C(C)NC(=S)NC1c1ccc(Cl)cc1 (centres undefined) | -12
CCOc1ccc2cc(/C=N/Nc3nc(-c4ccccc4)c4cc(Cl)ccc4n3)c(=O)[nH]c2c1 | 0
O=C1NC(=S)N(c2ccc(Cl)cc2)C(=O)/C1=C/c1ccc(Oc2ccc([N+](=O)[O-])cn2)cc1 | 15
COC(=O)C1=NN(C(=O)C(C)C)C(O)(c2ccccc2)C1 (centres undefined) | -11
O=[N+]([O-])c1ccccc1Nc1nnc(-c2ccccc2)c(-c2ccccc2)n1 | -40
CC1=C(C(=O)OC2CCCCC2)C(c2ccccc2[N+](=O)[O-])C2=C(CCCC2=O)N1 (centres undefined) | 1
O=C1NC(=O)C(=Cc2ccc(-c3ccc(C(=O)O)cc3)o2)C(=O)N1 | 55
O=C(O)c1cc(-c2cn[nH]c2-c2ccccc2)nc2ccc3ccccc3c12 | 110*
O=C(/C=C/c1ccccc1)OCCN=C1NS(=O)(=O)c2ccccc21 | -27
COc1cc(OC)c(OC)cc1CN1CCN(Cc2ccccn2)CC1 | -2
CC1=C(C(=O)OC2CCCCC2)C(c2ccncc2)C2=C(CC(c3ccccc3)CC2=O)N1 (centres undefined) | 5
COc1cc(C(=O)NN=C2CCCCCC2)cc(OC)c1OC | -12
O=C(Nc1ccc(I)cc1Cl)c1cccc2ccccc12 | 10
CCc1cc(C(=O)N/N=C/c2ccc(O)cc2O)c2ccccc2n1 | -6
COc1ccc(N2C(=O)C3C(C2=O)N2C(c4ccco4)C4C(=O)N(c5ccc(OC)cc5)C(=O)C4N2C3c2ccco2)cc1 (centres undefined) | -35
Cc1ccc(S(=O)(=O)n2cc(C=C3C(=O)NC(=O)NC3=O)c3ccccc32)cc1 | -7
Cc1c(Cl)c(C(F)(F)F)nn1CC(=O)Nc1ccc(F)cc1F | -11
C=CCOC(=O)C1=C(C)NC(C)=C(C(=O)OCC=C)C1c1ccc(OC)cc1 | 9
O=C(O)C(Cc1ccccc1)N1C(=O)/C(=C/c2ccc(F)cc2)SC1=S (centres undefined) | -39
COc1cccc2c1NC(c1ccc(F)cc1)C1CC=CC21 (centres undefined) | 6
Cc1ccc(S(=O)(=O)NC(=O)c2ccccc2)cc1C(C)C | -7
O=C(Nc1ccc(Br)cc1C(=O)c1ccccc1)c1ccc(F)cc1 | -4
CCC(CO)N=Cc1c(O)n(-c2c(Cl)cccc2Cl)c2ccccc12 (centres undefined) | 98*
O=C(c1ccc([N+](=O)[O-])cc1)N1CCN(c2cccc(Cl)c2)CC1 | 13

Some of the compounds tested, so the mix of outcomes need not match the whole.
